# Compound activity from PubChem.
# XBP1 UPR activ: activators of adaptive XBP1 UPR arm, primary screen, cell-based, CHO-XBP1 luciferase reporter, luminescence, uHTS; activation, % at 20 µM; hit rate 0.33% among 330,000; IRE1-XBP1 UPR activation; percent of tunicamycin response, DMSO as zero;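 active = versus positive control, 20 µM dose yields 30% or more activation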;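 note: 100% = tunicamycin at 10 µg/mL and 0% = DMSO only wells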
#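 Assay system: IRE1-XBP1 luciferase reporter CHO line. Input: 1000 cells/well. Buffer or medium: F12 with 10% serum. Doses: 20 µM, 1% DMSO. Times: overnight seeding at 37 °C, 6 h compound treatment at 37 °C. Technique: Steady-Glo luciferase glow luminescence, 10 min after reagent addition.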
# APJ agonist: agonists of human apelin receptor APJ, primary screen, CHO-K1 cells, PathHunter beta-arrestin, luminescence; P35414; 0% DMSO wells, 100% apelin; activation, % at 20 µM; hit rate 0.11% among 330,000;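 active = activation more than six SD over the plate average, tested at 20 µM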;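 note: 0% = DMSO alone and 100% = apelin-13 at 10 nM; some results filed as inactive read as strong as hits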
#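 Assay system: engineered CHO-K1 APJ arrestin reporter cells; Amount: 1000 CHO-K1 reporter cells seeded per well; Dosing: one dose, 20 µM compound, 1% DMSO; Times: compound stimulation 90 min at 25 °C, detection 60 min; Measured by: luminescent beta-gal fragment complementation, chemiluminescent substrate; Read-out: APJ–arrestin association signal; Controls: DMSO vs Apelin-13 10 nM.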
# EBI2 antag: EBI2 receptor antagonists, beta-arrestin recruitment, primary screen, cell-based, luminescence, 7a,25-OHC stimulation, uHTS | G-protein coupled receptor 183 (Homo sapiens), P32249 | 7a,25-OHC stimulated | inhibition, % at 5 µM | hit rate 0.81% among 360,000 | AID 651636, 2012; in the data active = inhibition above about 38%;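 note: enzyme fragment complementation signal reports receptor beta-arrestin coupling in cells; 0% = agonist plus DMSO wells and 100% = wells without agonist; some results beyond the cut were filed as inactive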
# Target sequence (P32249 whole entry, looked up, the tested form may be a part): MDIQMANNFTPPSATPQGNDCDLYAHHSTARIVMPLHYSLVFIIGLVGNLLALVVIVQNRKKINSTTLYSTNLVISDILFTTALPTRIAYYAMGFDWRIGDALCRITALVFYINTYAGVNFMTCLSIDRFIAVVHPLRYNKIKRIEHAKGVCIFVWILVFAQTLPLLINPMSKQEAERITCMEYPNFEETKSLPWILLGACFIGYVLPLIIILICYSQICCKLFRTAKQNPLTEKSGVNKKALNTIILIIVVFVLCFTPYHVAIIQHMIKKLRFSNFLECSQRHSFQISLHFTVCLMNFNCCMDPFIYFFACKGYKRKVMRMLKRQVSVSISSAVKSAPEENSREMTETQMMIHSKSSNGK
# Mdm2-MdmX inh: inhibitors of human Mdm2-MdmX association, primary screen, cell-based, luminescence, split luciferase, SaOS-2, uHTS; Protein Mdm4 (Homo sapiens) + E3 ubiquitin-protein ligase Mdm2 (Homo sapiens), …; SaOS-2 split-luciferase Mdm2/MdmX complementation; inhibition, % at 8 µM; hit rate 3% among 330,000; AID 485346, 2010;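 active = inhibition of at least 50% at 8 µM in the primary screen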
# CXCR6 block: CXCR6 receptor inhibitors, primary screen, cell-based, beta-arrestin, luminescence, CHO-K1 PathHunter, 1536-well; C-X-C chemokine receptor type 6 (Homo sapiens), O00574; inhibition, % at 20 µM; hit rate 0.36% among 360,000; in the data active = inhibition above about 34%, passing the limit was not always enough;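 note: antagonist mode with CXCL16 agonist at 10 nM final; 0% = 10 nM CXCL16 with DMSO and 100% = unstimulated wells without agonist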
# Target sequence (O00574 whole entry, looked up): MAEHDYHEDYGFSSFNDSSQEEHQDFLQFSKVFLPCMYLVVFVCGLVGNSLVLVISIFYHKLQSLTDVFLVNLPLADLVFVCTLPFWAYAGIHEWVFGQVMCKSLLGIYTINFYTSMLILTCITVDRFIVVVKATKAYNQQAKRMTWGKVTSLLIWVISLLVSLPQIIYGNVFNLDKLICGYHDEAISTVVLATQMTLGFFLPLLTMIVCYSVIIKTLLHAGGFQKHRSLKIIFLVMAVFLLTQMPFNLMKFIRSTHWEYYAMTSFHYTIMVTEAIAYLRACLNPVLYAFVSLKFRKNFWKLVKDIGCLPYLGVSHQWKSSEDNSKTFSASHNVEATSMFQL
# CCR6 antagonist: CCR6 receptor antagonists, primary screen, cell-based, CHO-K1, luminescence, beta-arrestin, uHTS; CHO-K1 CCR6 PathHunter beta-arrestin, CCL20-stimulated; hit rate 0.49% among 340,000; inhibition, % at 20 µM;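 active = compounds whose inhibition of the agonist-driven luminescence signal at 20 µM reaches about 50%, limit read from the data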;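 note: cells stimulated with CCL20 at 14 nM final; plate controls were DMSO with CCL20 for no effect and DMSO without agonist for full effect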
# Target sequence (P51684 whole entry, looked up): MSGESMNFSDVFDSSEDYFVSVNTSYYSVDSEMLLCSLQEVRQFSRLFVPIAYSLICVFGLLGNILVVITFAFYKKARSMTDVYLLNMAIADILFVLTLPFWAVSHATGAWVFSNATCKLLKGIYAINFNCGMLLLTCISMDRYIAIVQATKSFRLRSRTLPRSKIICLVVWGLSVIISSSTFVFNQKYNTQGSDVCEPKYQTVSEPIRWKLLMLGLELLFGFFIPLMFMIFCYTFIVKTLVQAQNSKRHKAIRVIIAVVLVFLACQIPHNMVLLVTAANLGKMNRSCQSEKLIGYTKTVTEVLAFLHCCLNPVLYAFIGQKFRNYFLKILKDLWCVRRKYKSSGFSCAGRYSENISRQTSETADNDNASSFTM
# tim23-1 inh: growth inhibitors of tim23-1 mutant yeast, primary screen, luminescence, uHTS. S. cerevisiae tim23-1 growth, BacTiter-Glo luminescence, 24 h. inhibition, % at 20 µM. hit rate 1.3% among 330,000. AID 463212, 2010;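 active = growth inhibition of the mutant yeast at or above 50%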;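 note: temperature-sensitive mutant grown at 25 °C; plate controls were DMSO-treated mutant yeast for no effect and medium wells lacking yeast for full effect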
# APJ antagonist: antagonists of human apelin receptor APJ, primary screen, CHO-K1 cells, beta-arrestin complementation, luminescence. inhibition, % at 20 µM. P35414. AID 2521, 2010. hit rate 0.32% among 330,000;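 active = inhibition above about 40% at 20 µM, limit read from the data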;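 note: cells challenged with 10 nM apelin-13 agonist together with compound; plate controls were apelin-13 plus DMSO wells for no effect and DMSO wells lacking apelin-13 for full effect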
# CHOP UPR activ: activators of apoptotic CHOP UPR arm, primary screen, cell-based, CHO-CHOP luciferase reporter, luminescence, uHTS; UPR activation; percent of tunicamycin response over DMSO baseline; activation, % at 10 µM; hit rate 0.34% among 330,000; AID 449763, 2010;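 active = at 10 µM dose, activation of 40% or more, normalized to positive control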;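 note: 100% = tunicamycin at 10 µg/mL and 0% = DMSO alone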
#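 Evaluation: % reporter activation, DMSO baseline versus tunicamycin full activation; System: CHO-CHOP luciferase reporter cell line; Input: 500 cells/well; Incubation: 6 h compound treatment, 37 °C; Measured by: Steady-Glo luciferase luminescence; Dosing: one dose, 10 µM in 0.5% DMSO; Buffer or medium: F12 medium, 10% FBS; Benchmarks: positive tunicamycin 10 µg/mL, negative DMSO alone.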
# * marks the source's active call; other numbers are inactive results; x = no result given. These rows are one share of the data; the hit share may differ from the screen's.
SMILES,XBP1 UPR activ,APJ agonist,EBI2 antag,Mdm2-MdmX inh,CXCR6 block,CCR6 antagonist,tim23-1 inh,APJ antagonist,CHOP UPR activ
Cn1nc(C(=O)Nc2nc3ccccc3[nH]2)ccc1=O,6,0,-5,-53,1,2,15,12,7.1
CC1CC(=O)N(CC(=O)Nc2ccccc2F)c2ccccc2S1(=O)=O (configuration not stated),-2,-2,-1,0,0,-4,24,21,1.8
CCCn1c(=N)n(CC(=O)C(C)(C)C)c2ccccc21,0,-3,18,27,-4,11,16,25,-2.3
COc1ccc(Cl)cc1N(CC(=O)Nc1ccccc1SC)S(C)(=O)=O,2,-2,11,2,-1,-12,11,34,-2.0
O=C(Nc1ccc2c(c1)OCCO2)c1cccs1,-3,-3,-6,-66,9,14,56*,3,2.4
Cc1cc(OCC(=O)O/N=C(\N)c2ccccc2)cc(C)c1Cl,1,-3,14,-12,-2,3,73*,-17,5.4
Cc1cccc(N2CCN(C(=O)c3cccc(S(=O)(=O)N4CCCCC4)c3)CC2)c1C,-1,-2,17,47,9,15,27,3,0.2
Cc1ccc(S(=O)(=O)Nc2nc3c(s2)C(=O)CC(C)(C)C3)cc1,-3,-4,-11,-2,-2,10,11,2,-0.9
O=[N+]([O-])c1cc(CN2CCC(O)CC2)ccc1Cl,-2,0,-9,9,-7,-9,16,-18,1.0
O=C1C2C3C=CC(C2C(=O)N1C1CCCCC1)C1C2C(=O)N(C4CCCCC4)C(=O)C2C31 (configuration not stated),1,0,7,31,0,9,-6,-4,7.7
Cc1ccnc(NC2c3ccccc3C(=O)N2Cc2ccccc2Cl)c1 (configuration not stated),-3,-1,-2,20,-4,1,0,13,2.0
CCCNC(=O)C1(CC2CC(c3ccccc3)=NO2)CCN(C(=O)C2(C)CC2)CC1 (configuration not stated),0,-5,0,11,-1,-1,4,-6,0.5
COc1cccc(CNc2ccc(F)c([N+](=O)[O-])c2)c1O,4,-4,-5,-41,4,21,33,9,3.0
Cc1nc2cncc(Br)c2n1C,-2,-2,3,16,-6,5,-16,9,0.3
CCCN(CC1CC1)C(=O)CSc1nnc(-c2ccco2)n1N,0,0,x,25,x,x,1,0,-0.5
Cn1c(=O)cc(OCCCC(=O)NCCC2=CCCCC2)c2ccccc21,2,-3,-5,31,-2,8,-1,6,-1.0
O=C(Nc1cccc(Cl)c1)c1ccc(NC2=NC3CS(=O)(=O)CC3S2)cc1 (configuration not stated),3,-1,1,-7,1,-2,12,11,1.7
COC(=O)c1ccc(N2CCN(C)CC2)c(NC(=O)c2cc3ccccc3o2)c1,0,-4,7,19,1,11,15,13,1.6
Cc1noc(C)c1C(=O)Nc1cccnc1,-1,-4,-9,20,6,6,16,25,2.6
NS(=O)(=O)c1ccc(CCNC(=O)c2ccc3nc4ccc(Cl)cc4c(=O)n3c2)cc1,4,-3,-1,15,2,3,-10,-8,0.1
Cn1nnc(NC(=O)c2ccccc2F)n1,1,1,-19,12,6,0,9,31,-3.6
CC(=O)CCc1c(C)c2cc(C)ccc2[nH]c1=O,-2,-5,5,2,-10,18,0,-4,1.1
O=C(COC(=O)c1ccccc1O)Nc1ccc(OC(F)F)cc1,3,4,7,-1,-9,11,-2,10,2.3
CCOC(=O)c1cc(-c2ccccc2)sc1NC(=O)COC(=O)c1ccc(Cl)c(S(N)(=O)=O)c1,19,1,-1,54*,2,-7,-11,-15,9.5
O=C(c1cc(-c2ccco2)nc2ccccc12)N1CCCC(C(F)(F)F)C1 (configuration not stated),-2,-2,6,7,7,18,31,6,0.3
Cc1ccccc1OCC(=O)N/N=C/c1cc2ccccc2nc1Cl,2,5,30,16,-17,10,12,-9,-0.2
CCOC(=O)C1=C(C)N=C(SC)N(C)C1c1ccccc1 (configuration not stated),1,-6,6,-7,8,18,43,7,0.0
COC(=O)c1nn(-c2cccc(C)c2)c2nnc(Cc3ccccc3)c(=O)n12,0,3,-18,5,-1,-4,0,5,3.3
Cc1ccc(C2C(C#N)=C(N)N(N(C)C)C3=C2C(=O)CCC3)cc1 (configuration not stated),-2,-4,-2,6,-9,14,11,-4,0.8
COc1ccc(CCNC(=O)CN(c2ccc(OC)c(OC)c2)S(C)(=O)=O)cc1,-3,1,-11,20,5,0,9,18,-1.7
Cc1cccc(C(=O)NCCCn2ccnc2)c1C,-4,-1,11,18,5,5,0,10,0.3
CCn1c(CC(C)C)n[nH]c1=S,0,4,-7,35,-2,-4,1,-10,-1.9
CCOC(=O)CSc1nc2cc(C(=O)NCc3ccco3)ccc2c(=O)n1-c1ccc(F)cc1,-1,-3,-1,71*,2,13,-15,-12,-1.5
O=C(N/N=C/C(Cl)=C/c1ccccc1)c1ccncc1,1,1,-6,4,-9,-3,2,-15,3.8
CC(NC(=O)CCNS(=O)(=O)c1ccc2c(c1)c(=O)n(C)c(=O)n2C)c1ccccc1 (configuration not stated),-2,0,-4,8,-5,-1,13,-7,-0.3
COc1ccc(/C=N/NC(=O)c2c(Br)cnn2C)c2ccccc12,0,-3,-1,20,-4,2,14,-6,1.8
COc1ccc(N2CC(C(=O)NCCC3=CCCCC3)CC2=O)c(OC)c1 (configuration not stated),-4,-6,1,15,3,12,-12,-12,0.2
O=C(Nc1cccc(C(F)(F)F)c1)C(Sc1ncnc2ccccc12)c1ccccc1 (configuration not stated),-3,-3,6,13,1,10,5,4,0.5
COc1ccccc1C(=O)Nc1ccc(S(=O)(=O)N(C)c2ccccc2)cc1,3,-1,-2,2,-2,11,21,7,1.1
CCCc1cc(=O)oc2cc(OCc3nn[nH]n3)ccc12,2,-1,7,21,4,-5,2,-2,-3.1
COc1ccc(/C=C/C(=O)Nc2cc(S(=O)(=O)N3CCOCC3)ccc2N2CCCC2)cc1OC,-2,-1,-13,33,12,12,-7,-12,1.6
c1ccc(C2=NOC(c3nnc(-c4ccccc4)o3)C2)cc1 (configuration not stated),-1,-2,-5,14,-3,-2,8,11,1.2
C=CCSc1nnc2c(n1)-c1cccc3cccc-2c13,4,-6,11,-22,-11,19,18,14,2.7
COc1ccc(CC(=O)N2CCCc3ccccc32)cc1,-1,-4,-5,15,2,4,8,2,0.0
NS(=O)(=O)c1ccc(NC(=O)CN2CCN(Cc3ccccc3)CC2)cc1,-2,-1,1,5,2,-5,2,-1,-0.8
COc1nc(-c2ccccc2)c2cc(C)ccc2n1,-5,-3,-1,14,12,14,21,-15,-0.6
Nc1nnnn1/N=C/c1cc([N+](=O)[O-])ccc1O,-1,-3,3,3,15,23,7,9,-0.5
Cc1c(O)ccc(/C=N/Nc2nc(-c3cccnc3)nc3ccccc23)c1O,36*,1,-6,66*,-15,10,10,-23,8.5
CC(C)c1ccc(C2C(C#N)=C(N)Oc3c2oc(CO)cc3=O)cc1 (configuration not stated),0,0,-2,1,2,7,5,-18,-0.2
O=Cc1cn(-c2ccccc2)nc1-c1ccc(F)cc1,0,4,-14,19,-13,-8,33,14,4.8
O=S1(=O)CCN2C=Nc3sc4c(c3C2=N1)CCCC4,-2,-5,-1,13,1,6,3,1,11
Cc1cc2cc(CN(Cc3cccs3)C(=S)NCC3CCCO3)c(=O)[nH]c2cc1C (configuration not stated),-3,-2,5,-3,-2,7,12,12,-1.4
Cc1ccccc1NC(=S)NNC(=O)c1ccncc1,-5,-3,-2,27,16,7,-6,0,3.0
COc1cc(CCC(=O)Nc2cnc3ccccc3c2)cc(OC)c1OC,-1,-1,0,17,9,5,25,-4,-1.5
C=CCOc1cccc(C2C(C(=O)c3ccc(C)o3)=C(O)C(=O)N2Cc2ccncc2)c1 (configuration not stated),-2,-1,5,11,-2,-3,6,-5,-1.3
COC(=O)C1C(c2ccccc2)NC(=O)NC1(O)C(F)(F)Cl (configuration not stated),-2,-2,-10,0,0,17,6,-7,-1.3
COc1ccc(C(=O)C2CCN(C(=O)c3ccco3)CC2)cc1,0,-3,2,-14,-2,-23,11,-27,-0.4
CCOC(=O)Cn1cc(C(=O)C2CC2)c2ccccc21,1,-3,-4,-9,-5,7,6,6,1.0
Cc1nc2ccccc2nc1OCC(=O)NCC(F)(F)F,-1,0,-5,-6,-15,12,3,10,-1.3
Cc1ccc(-c2nc(-c3ccncc3)no2)cc1Cl,3,-3,-6,-102,-8,0,-7,-15,3.1

# Single records (already shown).
# Cc1ccnc(NC2c3ccccc3C(=O)N2Cc2ccccc2Cl)c1 (configuration not stated) in the list: XBP1 UPR activ: -3; APJ agonist: -1; EBI2 antag: -2; Mdm2-MdmX inh: 20; CXCR6 block: -4; CCR6 antagonist: 1; tim23-1 inh: 0; APJ antagonist: 13; CHOP UPR activ: 2.0
# COc1ccc(/C=N/NC(=O)c2c(Br)cnn2C)c2ccccc12 in the list: XBP1 UPR activ: 0; APJ agonist: -3; EBI2 antag: -1; Mdm2-MdmX inh: 20; CXCR6 block: -4; CCR6 antagonist: 2; tim23-1 inh: 14; APJ antagonist: -6; CHOP UPR activ: 1.8

# The results go on.
SMILES,XBP1 UPR activ,APJ agonist,EBI2 antag,Mdm2-MdmX inh,CXCR6 block,CCR6 antagonist,tim23-1 inh,APJ antagonist,CHOP UPR activ
Cc1cccc(OCCC(=O)OCc2csc(CC(=O)Nc3ccccc3C)n2)c1,-3,-3,-2,11,6,17,21,-13,-0.2
O=C(NCCCCc1ccccc1)Nc1ccc(F)cc1,0,-4,8,26,2,3,15,17,2.3
O=C(CC1CCCCC1)N1CCN(c2ccccn2)CC1,1,-7,-1,3,-6,2,6,-13,1.5
CN(CC(=O)O)S(=O)(=O)c1cccs1,0,-3,-8,-3,1,-6,1,11,0.8
COc1cnn(-c2cc(Oc3ccc(C)cc3)ncn2)c(=O)c1Cl,-6,-2,9,-2,-2,3,7,5,-3.1
CCOc1ccc(N2C(=O)CN(c3cccc4ccccc34)C2=S)cc1,8,0,6,16,-11,1,2,-9,-0.4
Cc1ccc(-c2n[nH]c(=S)n2/N=C/c2ccc(C(=O)O)cc2)cc1,-2,-1,-7,-12,9,4,-10,16,2.1
N#CCc1ccc(Oc2ncc(C(F)(F)F)cc2Cl)cc1,3,-1,-12,2,-3,-1,39,-29,-0.6
Cc1ccc(Nc2ccc(C(=O)NC3CCCCC3)cn2)cc1,-2,0,84*,15,-2,10,18,-13,1.0
O=C(CCCCCNC(=O)N1CCn2c1nc1ccccc12)NCCc1ccccc1,0,-4,0,28,-6,20,19,19,-1.5
